# CAL PDZ FP-1: blocks peptide binding to human CAL PDZ domain; Q9HD26; purified CAL PDZ, TMR-peptide fluorescence polarization, 1 h; AID 504414; inhibition, % at 20 µM; 330,000 compounds, 0.02% hits;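 active means highest replicate inhibition of at least 40%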;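 further: plate controls were DMSO neutral control wells for no effect and unlabeled competitor peptide control wells for full effect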
#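 Control set: unlabelled peptide and DMSO controls / Material: purified CerCALP PDZ construct / Timing: 1 h incubation at room temperature before polarization reading / Doses: 20 µM, one dose / Detection: fluorescence polarization (mP)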
# Rtt109 HAT inh: C. albicans Rtt109 histone acetyltransferase inhibition. Q5AAJ8. purified Rtt109/Vps75, ThioGlo CoA-SH fluorescence, 4 h. inhibition, % at 34.9 µM. 330,000 compounds, 0.16% hits;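 active means inhibition of at least 50% in every replicate; inconclusive means best replicate reaches 50% inhibition but some replicates fall short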
# CAL PDZ FP-2: CAL PDZ (human) peptide binding inhibition | Q9HD26 | purified CAL PDZ, TMR-peptide fluorescence polarization, 1 h | inhibition, % at 24.9 µM | 300,000 compounds, 0.92% hits | AID 602252;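 active means mean inhibition of at least 30% with at least half of replicates also reaching 30%; inconclusive means no clear call, values can overlap the other calls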;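 further: 0% = DMSO neutral control and 100% = excess unlabeled competitor peptide PRC23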
# NSD2 inh: NSD2 (human) methyltransferase inhibition | 310,000 compounds, 0.54% hits | NSD2 peptide methylation, AlphaScreen, 120 min | inhibition, % at 12.5 µM | O96028; in the data active means inhibition above about 50%
# SR-BI DiI inh: blocks mouse SR-BI lipid uptake from DiI-HDL. ldlA[mSR-BI] CHO cells, DiI-HDL uptake fluorescence, 3 h. 320,000 compounds, 0.96% hits. Q61009. inhibition, % at 12.5 µM. AID 488896;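 active means mean replicate inhibition of at least 70% and a set share of replicates each scoring 70 or more; inconclusive means meets just one of the two criteria; inactive means fails both criteria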;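 further: 0% = median of neutral control wells and 100% = median of positive control wells; values of inactives mirror those of a sister screen read the other way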
# Target sequence (Q61009 whole entry, looked up): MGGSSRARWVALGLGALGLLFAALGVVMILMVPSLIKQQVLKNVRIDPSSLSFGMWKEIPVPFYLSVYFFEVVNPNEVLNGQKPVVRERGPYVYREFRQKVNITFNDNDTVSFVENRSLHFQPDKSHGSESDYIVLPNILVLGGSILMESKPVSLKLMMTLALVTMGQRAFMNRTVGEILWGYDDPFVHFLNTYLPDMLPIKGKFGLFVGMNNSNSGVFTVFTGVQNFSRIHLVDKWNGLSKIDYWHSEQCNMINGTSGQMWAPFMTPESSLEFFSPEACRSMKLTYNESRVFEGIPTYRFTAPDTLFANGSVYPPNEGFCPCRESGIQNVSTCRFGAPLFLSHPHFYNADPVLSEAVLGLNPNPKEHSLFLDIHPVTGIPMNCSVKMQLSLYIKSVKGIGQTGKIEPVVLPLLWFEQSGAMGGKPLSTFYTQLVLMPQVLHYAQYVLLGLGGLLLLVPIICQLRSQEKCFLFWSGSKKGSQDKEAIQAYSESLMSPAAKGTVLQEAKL
# PfHsp90 set2: reduces growth (ATP signal) of yeast expressing P. falciparum Hsp90; S. cerevisiae expressing PfHsp90, BacTiter-Glo ATP, 48 h; yeast lacking PDR1 and PDR3 efflux regulators; inhibition, % at 9.4 µM; 310,000 compounds, 0.32% hits; AID 504621;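 active means every replicate shows inhibition above about 80%, whatever the replicate mean, limit read from the data; inconclusive means mean inhibition reaches the set limit but some replicate falls short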;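 further: 0% = DMSO neutral controls and 100% = 20 µM radicicol positive controls; yeast relying on Plasmodium falciparum Hsp90 in place of its own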
# dFosB act: activators of mouse delta FosB homodimer; purified delta FosB, TAMRA-CDK5 oligo fluorescence polarization; percent of positive-control signal above neutral wells; AID 493131; activation, % at 25 µM; 340,000 compounds, 0.99% hits; P13346;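 active means mean activation above about 17%, with every replicate also reaching it, limit read from the data, passing the limit was not always enough; inconclusive means only one of the two conditions met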;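 further: fluorescence polarization rise as delta FosB binds a TAMRA Cdk5 AP-1 oligo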
# PvdQ inh: P. aeruginosa PvdQ acylase inhibition. 340,000 compounds, 0.063% hits. inhibition, % at 10 µM. purified PvdQ acylase, fluorescence plate reader; in the data active means inhibition above about 30%, passing the limit was not always enough; inconclusive means no clear call, values can overlap the other calls;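 further: 0% = vehicle neutral wells and 100% = reference inhibitor wells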
# MITF act: MITF TRPM1 promoter activation in melanoma cells | SK-MEL-5 TRPM1-promoter luciferase, 24 h; % of positive control, neutral wells = 0 | activation, % at 12.5 µM | AID 588334 | 300,000 compounds, 0.75% hits;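 active means mean activation of at least 80% with every replicate also reaching 80%; inconclusive means mean reaches 80% but some replicate falls short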;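 further: 0% = neutral control wells and 100% = parthenolide positive control wells; values of inactives mirror those of a sister screen read the other way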
# SR-BI uptake up: activators of SR-BI mediated HDL lipid uptake; 320,000 compounds, 0.096% hits; CHO ldlA[mSR-BI] cells, DiI-HDL uptake fluorescence, 3 h; 100 = double the neutral-control signal; activation, % at 12.5 µM;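 active means mean replicate activation of at least 60% and every replicate at or above 60%; inconclusive means mean or all-replicate condition met, but not both; inactive means mean below 60% and not all replicates reaching 60%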;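 further: 0% = median plate neutral-control signal and 100% = twice that signal; values of inactives mirror those of a sister screen read the other way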
#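 Test system: SR-BI-overexpressing, LDLR-lacking CHO cells. Measured by: DiI fluorescence, bottom read. Medium: Ham's F12 with 0.5% BSA, HEPES 25 mM, pH 7.4. Timing: 3 h uptake period with compound, 37 °C.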
# * marks the source's active call; other numbers are inactive results; ? = inconclusive; / = not tested or not shown.
# Labels used below – A = CAL PDZ FP-1; B = Rtt109 HAT inh; C = CAL PDZ FP-2; D = NSD2 inh; E = SR-BI DiI inh; F = PfHsp90 set2; G = dFosB act; H = PvdQ inh; I = MITF act; J = SR-BI uptake up
molecule: COc1ccccc1NCC(=O)c1ccc(Cl)cc1
  A = 1.2	B = -0.5	C = -2.6	D = 1.5	E = 13.1	F = 13.9	G = -8.9	H = -1.7	I = -0.6	J = -13.1

molecule: Cc1ccc(-c2csc(NC(=O)CSc3ncn(-c4ccccc4)n3)n2)cc1
  A = 0.4	B = -5.3	C = 1.3	D = -5.4	E = -7.5	F = 13.6	G = 4.0	H = -11.3	I = -0.4	J = 7.5

molecule: O=C(Oc1ccc(N(C(=O)c2ccncc2)S(=O)(=O)c2ccc(Cl)cc2)cc1)c1ccncc1
  A = -1.9	B = 8.6	C = -2.8	D = 1.0	E = -11.3	F = ?	G = -5.9	H = -10.7	I = -2.4	J = 11.3

molecule: Cc1cc(C(=O)c2ccccc2)cc(C)c1O
  A = -0.3	B = -1.4	C = -11.8	D = -1.1	E = 34.8	F = -1.4	G = 1.4	H = -10.0	I = 12.8	J = -34.8

molecule: c1ccn2c(Cc3nnc4ccccn34)nnc2c1
  A = -2.7	B = -7.5	C = -0.2	D = -1.2	E = -1.8	F = -25.9	G = -2.9	H = -7.3	I = -5.9	J = 1.8

molecule: CCCCNC(=S)Nc1ccc(-c2nc3ccc(C)cc3s2)cc1
  A = -3.1	B = -1.6	C = -3.1	D = 0.5	E = 27.6	F = -0.1	G = -5.3	H = -22.0	I = 33.4	J = -27.6

molecule: COC(=O)c1sc2ccccc2c1NC(=O)c1ccc(S(=O)(=O)N2CCCCC2)cc1
  A = -0.2	B = -2.1	C = -2.5	D = -6.1	E = 10.0	F = 4.3	G = 6.4	H = -15.8	I = 0.4	J = -10.0

molecule: Cc1ccc(C(=O)CSc2nnc(C(C)C)n2C)cc1C
  A = 1.0	B = 4.6	C = -3.4	D = -5.2	E = -2.2	F = 12.5	G = 4.0	H = -3.2	I = 25.4	J = 2.2

molecule: CCCc1cc(=O)oc2cc(OC3CCCCC3=O)ccc12 (stereo unspecified)
  A = -1.7	B = 2.0	C = 5.7	D = 0.0	E = 16.5	F = 2.5	G = 0.7	H = -14.6	I = 6.3	J = -16.5

molecule: COc1ccc(C[C@H]2CN3C(=NC[C@@H]3C(C)C)N2CCNC(=O)CCC2CCCCC2)cc1
  A = -1.8	B = 3.0	C = -5.5	D = /	E = -30.8	F = 1.2	G = -4.1	H = -9.5	I = 22.3	J = 30.8

molecule: Cc1ccc(-n2nc3c(c2NC(=O)c2cccs2)CS(=O)(=O)C3)cc1
  A = -2.6	B = 2.9	C = 4.3	D = -2.7	E = 4.0	F = -2.3	G = 8.0	H = 6.0	I = -9.4	J = -4.0

molecule: O=C(CN1CCN(c2ccccn2)CC1)N1c2ccccc2CCc2ccccc21
  A = -1.7	B = 7.4	C = /	D = 8.5	E = -20.4	F = 25.3	G = -1.5	H = -7.9	I = -8.9	J = 20.4

molecule: Cc1cc(-c2nnc(CCC(=O)NC(C)(C)C34CC5CC(CC(C5)C3)C4)o2)no1
  A = 0.4	B = 6.0	C = -4.6	D = 1.5	E = -1.7	F = 40.4	G = -5.6	H = -16.6	I = 14.2	J = 1.7

molecule: CN(C)c1c(F)cc(-c2nn[nH]n2)cc1F
  A = -2.7	B = -2.9	C = -1.0	D = -1.1	E = -8.8	F = -1.5	G = -4.1	H = 6.3	I = /	J = 8.8

molecule: Cc1ccccc1-c1nnn(Cc2ccc(F)cc2Cl)n1
  A = 0.5	B = -5.8	C = -0.8	D = -5.9	E = 6.8	F = -2.3	G = -3.4	H = -8.9	I = 55.0	J = -6.8

# Single records, as listed above.
# `Cc1ccc(C(=O)CSc2nnc(C(C)C)n2C)cc1C` is listed with CAL PDZ FP-1: 1.0; Rtt109 HAT inh: 4.6; CAL PDZ FP-2: -3.4; NSD2 inh: -5.2; SR-BI DiI inh: -2.2; PfHsp90 set2: 12.5; dFosB act: 4.0; PvdQ inh: -3.2; MITF act: 25.4; SR-BI uptake up: 2.2
# `CCCc1cc(=O)oc2cc(OC3CCCCC3=O)ccc12` (stereo unspecified) is listed with CAL PDZ FP-1: -1.7; Rtt109 HAT inh: 2.0; CAL PDZ FP-2: 5.7; NSD2 inh: 0.0; SR-BI DiI inh: 16.5; PfHsp90 set2: 2.5; dFosB act: 0.7; PvdQ inh: -14.6; MITF act: 6.3; SR-BI uptake up: -16.5

# New compounds follow:
# Labels used below – A = CAL PDZ FP-1; B = Rtt109 HAT inh; C = CAL PDZ FP-2; D = NSD2 inh; E = SR-BI DiI inh; F = PfHsp90 set2; G = dFosB act; H = PvdQ inh; I = MITF act; J = SR-BI uptake up
molecule: COc1cc(CNC(C)(C)C)ccc1OCC(=O)NC(C)(C)C
  A = -0.3	B = -1.9	C = 2.3	D = /	E = -14.9	F = /	G = -3.1	H = 4.1	I = -4.2	J = 14.9

molecule: CC(C)(C)NC(=O)C1Cc2ccccc2CN1C(=O)Nc1cccc(Cl)c1 (stereo unspecified)
  A = -0.2	B = 4.5	C = -2.0	D = -0.7	E = 21.6	F = 12.3	G = 1.7	H = 14.8	I = -1.6	J = -21.6

molecule: O=C(NCCCN1CCCC1)[C@H](CSCc1ccccc1)N1Cc2ccccc2C1=O
  A = -1.5	B = 4.0	C = -0.8	D = -1.5	E = /	F = -14.2	G = -0.9	H = -5.1	I = -1.0	J = /

molecule: Cc1ccc(C(=O)OCC(=O)Nc2cc(C(C)(C)C)no2)c(C)c1
  A = -1.2	B = 1.5	C = /	D = 1.6	E = -43.7	F = -17.8	G = -19.8	H = -4.2	I = 4.2	J = 43.7

molecule: Nc1c(C(=O)Nc2ccc3c(c2)OCCO3)nnn1Cc1cccc(Br)c1
  A = -2.1	B = -12.1	C = -2.2	D = 1.6	E = 6.7	F = -24.1	G = 3.0	H = -9.2	I = 102.0*	J = -6.7

# For convenience, three of the compounds above.
# Labels used below – A = CAL PDZ FP-1; B = Rtt109 HAT inh; C = CAL PDZ FP-2; D = NSD2 inh; E = SR-BI DiI inh; F = PfHsp90 set2; G = dFosB act; H = PvdQ inh; I = MITF act; J = SR-BI uptake up
molecule: O=C(NCCCN1CCCC1)[C@H](CSCc1ccccc1)N1Cc2ccccc2C1=O
  A = -1.5	B = 4.0	C = -0.8	D = -1.5	E = /	F = -14.2	G = -0.9	H = -5.1	I = -1.0	J = /

molecule: Cc1ccc(C(=O)OCC(=O)Nc2cc(C(C)(C)C)no2)c(C)c1
  A = -1.2	B = 1.5	C = /	D = 1.6	E = -43.7	F = -17.8	G = -19.8	H = -4.2	I = 4.2	J = 43.7

molecule: Nc1c(C(=O)Nc2ccc3c(c2)OCCO3)nnn1Cc1cccc(Br)c1
  A = -2.1	B = -12.1	C = -2.2	D = 1.6	E = 6.7	F = -24.1	G = 3.0	H = -9.2	I = 102.0*	J = -6.7
